From PubChem
BLM inh = blocks DNA unwinding by human BLM helicase; 350,000 tested, 0.2% active; recombinant BLM DNA unwinding, fluorescence dequenching; Potency, µM (series often up to 56.1 µM), inactives show at the highest dose activity change, negative = inhibition, most hits filed as inhibitors; P54132;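 further: potency means the concentration at half of the fitted maximal effect; plate controls were vehicle for no effect and no enzyme for full effect; nearly all actives have a fitted effect of over 35% in size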
Apoferritin bind = candidate novel general anesthetic via apoferritin binding. P02791. apoferritin/1-aminoanthracene competitive binding, fluorescence. Potency, µM (top dose mostly 77.5 µM), without a hit: at the highest dose activity change, negative = displacement, hits mostly inhibitors. 350,000 tested, 0.074% active; further: potency means the concentration at half of the fitted maximal effect; on the % scale 0 is the no-effect control and ±100 the full control effect; nearly all actives have a fitted effect of over 20% in size
Target sequence (P02791 2-175 limits assumed): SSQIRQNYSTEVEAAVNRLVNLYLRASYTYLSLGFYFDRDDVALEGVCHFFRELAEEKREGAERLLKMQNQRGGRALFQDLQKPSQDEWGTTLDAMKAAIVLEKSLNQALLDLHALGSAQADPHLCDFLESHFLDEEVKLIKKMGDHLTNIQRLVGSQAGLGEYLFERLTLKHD
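10 uM apoferritin + 50% sat. 1-AMA, PBS; cpd 10 min RT; Ex380/Em535 endpoint; normalized to free probe vs complex; 4-param Hill fit; propofol titration as pos. ctrl.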
ALOX12 inh = blocks human arachidonate 12S-lipoxygenase; P18054; purified 12hLO, xylenol orange hydroperoxide absorbance; Potency, µM (titrated, usually from 108 µM), for the others: at the highest dose activity change, negative = inhibition, actives largely listed as inhibitors; 580,000 tested, 1.1% active; further: potency means the concentration at half of the fitted maximal effect; on the % scale 0 is the no-effect control and ±100 the full control effect
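Purified human 12hLO at 150 nM in 25 mM Hepes, 0.01% Triton X-100, pH 7.0, preincubated 15 min at room temperature with compound. Reaction started with 40 uM arachidonic acid, 30 min at room temperature. Hydroperoxide measured by Fe-xylenol orange, 573/405 nm absorbance ratio.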
TRHR ag = TRH receptor (human) agonism; activation, % at 2 µM; 360,000 tested, 0.18% active; TRHR cells, calcium flux fluo-8, FDSS agonist mode; AID 493084; P34981; in the data active means activation above about 30%; further: 0% is about no effect
Target sequence (P34981 whole entry, looked up): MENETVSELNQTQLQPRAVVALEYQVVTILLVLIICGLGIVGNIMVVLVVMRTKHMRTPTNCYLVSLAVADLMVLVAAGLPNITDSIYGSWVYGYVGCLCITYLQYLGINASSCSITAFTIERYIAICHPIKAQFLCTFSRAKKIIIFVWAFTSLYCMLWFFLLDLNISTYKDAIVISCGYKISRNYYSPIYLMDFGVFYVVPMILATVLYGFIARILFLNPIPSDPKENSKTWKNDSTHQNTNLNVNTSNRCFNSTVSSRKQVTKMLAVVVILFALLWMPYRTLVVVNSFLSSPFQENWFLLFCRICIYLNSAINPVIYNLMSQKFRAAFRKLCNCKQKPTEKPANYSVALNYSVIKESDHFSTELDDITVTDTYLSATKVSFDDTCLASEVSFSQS
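TRHR-expressing cells, plated overnight in medium with 10% serum, were loaded with fluo-8 calcium dye at room temperature. After a 10 s baseline, library compound was pin-added and calcium release was recorded kinetically (ex 480/em 530) as agonist response.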
ERG-DNA inh = inhibitors of human ERG Ets domain-DNA interaction; 370,000 tested, 0.028% active; P11308; AID 624246; fluorescence polarization, His-ERG Ets domain / labelled DNA; Potency, µM (top dose mostly 76.9 µM), for inactives: at the highest dose FP activity, negative = inhibition, most hits filed as inhibitors; active means well fitted inhibition curve with a large enough effect in the polarisation, with a control signal flat; inconclusive means small, poorly fitted or top-dose-only effect, or effect the other way, or a change in a side signal; inactive means no such curve, though single readings can be large or run the other way; the % refers to the polarisation;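 further: polarization taken with two DNA probes labelled with fluorescein and Texas red; potency means the concentration at half of the fitted maximal effect; % of control where 0% means no effect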
Target sequence (P11308 whole entry, looked up, the tested form may be a part): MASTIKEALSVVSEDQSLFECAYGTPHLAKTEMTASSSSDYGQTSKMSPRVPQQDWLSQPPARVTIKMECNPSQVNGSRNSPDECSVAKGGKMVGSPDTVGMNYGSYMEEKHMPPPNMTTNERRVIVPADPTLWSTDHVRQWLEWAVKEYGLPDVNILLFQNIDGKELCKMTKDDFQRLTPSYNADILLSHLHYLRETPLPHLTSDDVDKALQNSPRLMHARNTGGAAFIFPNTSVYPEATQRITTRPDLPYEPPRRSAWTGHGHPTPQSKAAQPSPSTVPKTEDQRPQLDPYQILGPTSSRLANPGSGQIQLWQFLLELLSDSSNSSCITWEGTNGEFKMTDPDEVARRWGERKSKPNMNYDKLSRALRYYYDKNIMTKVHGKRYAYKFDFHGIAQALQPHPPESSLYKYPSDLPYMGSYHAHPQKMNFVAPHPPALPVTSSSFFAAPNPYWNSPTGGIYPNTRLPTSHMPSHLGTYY
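His-tagged ERG Ets domain (1 uM in the protein solution; 300mM KCl, 50mM Tris-HCl, 1mM EDTA, 1mM DTT, pH 7.5) received compound, then a probe mix of 5 nM fluorescein-DNA and 100nM Texas-615-DNA. Fluorescence polarization was read for both dyes.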
APEX1 inh = inhibitors of human APE1 endonuclease; recombinant APE1, TAMRA/BHQ-2 abasic DNA cleavage fluorescence; Potency, µM (series often up to 65.8 µM), for inactives: at the highest dose activity change, negative = inhibition, hits mostly inhibitors; 350,000 tested, 0.35% active; AID 2517;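 further: potency means the concentration at half of the fitted maximal effect; plate controls were vehicle for no effect and reference inhibitor for full effect; nearly all actives have a fitted effect of over 55% in size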
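APE1 at 0.75 nM preincubated 15 min at room temperature with compound. Reaction then started with 50 nM double-stranded THF-abasic substrate labelled with TAMRA/BHQ-2, and 525/598 nm fluorescence read kinetically. Activity taken as third-minus-first read difference, normalized to DMSO and NSC13755 controls.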
POLI inh = inhibitors of human DNA polymerase iota; Pol iota fluorescent replication assay, 10 min; Potency, µM (series often up to 115 µM), inactives show at the highest dose activity, negative = inhibition, actives largely listed as inhibitors; 390,000 tested, 1% active; AID 588590; further: potency means the concentration at half of the fitted maximal effect
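Fluorescent replication assay read twice, at 0 min and 10 min after adding 50 nM (final) substrate. Enzyme (10 nM) and compounds were first incubated 15 min at room temperature; enzyme-free buffer wells were negative controls.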
POLK inh = inhibitors of human DNA polymerase kappa | 400,000 tested, 0.53% active | purified Pol kappa, fluorescent DNA synthesis assay, 10 min | AID 588579 | Potency, µM (highest dose often 107 µM), for the others: at the highest dose activity, negative = inhibition, actives largely listed as inhibitors; further: potency means the concentration at half of the fitted maximal effect; on the % scale 0 is the no-effect control and ±100 the full control effect
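10 nM Pol kappa preincubated 15 min at room temperature with compounds, then reaction started with substrate at 50 nM final. Fluorescence read kinetically at 0 and 10 min; buffer-only wells served as negative control.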
Pol beta inh = inhibitors of human DNA polymerase beta; P06746; Pol beta primer extension/strand displacement, fluorescence kinetic; AID 485314; 340,000 tested, 1.3% active; Potency, µM (top dose mostly 114 µM), inactives show at the highest dose activity change, negative = inhibition, hits mostly inhibitors; further: potency means the concentration at half of the fitted maximal effect; on the % scale 0 is the no-effect control and ±100 the full control effect
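Preincubation: enzyme (10 nM) with compound, 15 min, RT. Reaction: substrate added to 50 nM final. Reads: 0 and 10 min. Analysis: normalized, Hill fit.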
Active calls of the source: *; u = inconclusive; x = no result given; & = joins results of further samples; [ ] = remark or other dose. Unless noted, the call rests on the fitted dose curve; in most records, active means well fitted curve in the direction sought with a large enough effect; inconclusive means small, poorly fitted or top-dose-only effect, or another doubt; inactive means no such curve, though single readings can be large; an effect the other way counts as inactive or inconclusive. Only part of the results is shown. The share of hits here may be higher or lower than overall.

SMILES	BLM inh	Apoferritin bind	ALOX12 inh	TRHR ag	ERG-DNA inh	APEX1 inh	POLI inh	POLK inh	Pol beta inh
Cc1cc(NC(=O)CSc2ccc(F)cc2)no1	-2%	-21%	-17%	-0.9	0%	-7%	-13%	-1%	83%
CC(C)(C)c1ccc(OCCC(=O)OCC(=O)NCc2ccccc2)cc1	x	x	-23%	0.2	0%	-9%	-3%	-3%	x
COc1ccc(C(=O)NCc2nnc(SCC(=O)NC3CCCCC3)o2)cc1	3%	-5%	0%	0.7	5%	-5%	7%	-22%	-6%
COc1ccc(CN(C)C(=O)c2ccc(COc3ccccc3)cc2)c(OC)c1	-7%	-7%	-14%	0.1	7%	22%[12.4 µM]	47%[activator]	-6%	-3%
CCc1ccc(NC(=O)C/C(C)=N/NC(=O)COc2ccc(C)cc2Br)cc1	-12%	-13%	-20%	-0.3	1%	-26%	31%[activator]	-12%	17%
O=C(c1ccc(=O)oc1)N1CCN(C(c2ccccc2)c2ccccc2)CC1	0%	-7%	u	0.6	2%	12%	-13%	-10%	4%
CCCC(=O)OCc1cnc(C)c2oc(=O)c(C(=O)Nc3ccc(F)cc3C)cc12	0%	25%	2%	1.0	0%	x	5%	-9%[60.1 µM]	-1%
Cc1ccc(S(=O)(=O)NCC2CCC(C(=O)NCc3ccco3)CC2)cc1 (configuration not stated)	-5%	-11%	0%	-1.5	-14%	0%	-20%	-15%	u
O=S(=O)(NC1CCN(Cc2ccccc2)CC1)c1cccc2cccnc12	0%	-21%	25%	0.4	1%	-2%	16%	-14%	82%
COc1cc(/C=N/NC(=O)c2cccc(S(=O)(=O)N3CCCCC3)c2)cc(Br)c1O	-2%	-12%	-6%	0.4	8%	u	19%	-5%	-2%
COc1ccc(-c2csc(NC(=O)CN3C(=O)NC4(CCCC4)C3=O)n2)cc1OC	x	x	-15%	0.5	-4%	-5%	10%	-13%	x
CNC(=O)CSc1nc(-c2ccccc2)c(-c2ccccc2)[nH]1	-4%	-11%	u	-0.2	13%	-12%	11%	-18%	1%
N/C(=N\NS(=O)(=O)c1ccc(Cl)cc1)c1ccccn1	x	x	493%[activator]	x	4%	x	43%[activator]	0%	x
CCOC(=O)c1cc(C#N)c(SCC(=O)Nc2ccc(C(C)=O)cc2)[nH]c1=O	-2%	-12%	-21%	-0.4	6%	0%	28%	3%	-2%
Cc1n[nH]c(C)c1CN(C)C(=O)C1CCC(=O)N(CC2CCCCC2)C1 (configuration not stated)	-17%	-6%	-40%	2.5	1%	-1%	18%	-11%	-2%
Cc1nn(C)c(C)c1S(=O)(=O)N1CCC(C(=O)NC(C)c2ccccc2)CC1 (configuration not stated)	-4%	-7%	-9%	-0.3	-4%	3%	16%	-5%	0%
Cc1cccc(C)c1NC(=O)CNC(=O)c1cncc(Br)c1	-8%	3%	7%	0.7	-12%	-7%	17%	5%	-2%
COc1ccc(NC(=O)NN(C(=O)c2ccccc2)C(C)(C)C)cc1	2%	6%	-14%	-0.3	-4%	2%	27%	-1%	9%
COc1ccc(Cc2nnc(NC(=O)CS(=O)(=O)c3ccccc3)s2)cc1OC	-8%	-7%	u	1.3	-4%	-2%	-8%	-5%	-14%
COc1ccccc1C(=O)COC(=O)c1cnc(C)cn1	x	x	-9%	-0.1	-4%	12%	26%	-14%	x
CC(C)(C)c1ccc(C(=O)N2CCC(=O)N([C@H](COCc3ccc(Cl)cc3)Cc3ccccc3)CC2)cc1	-12%	12%	x	x	x	-10%[50.4 µM]	x	-11%[60.1 µM]	x
CCOC(=O)c1cnc(SCC(=O)N2CCC(C(N)=O)CC2)nc1N	-2%	-2%	-1%	1.1	11%	2%	77%[activator]	-7%	-1%
Cc1onc(-c2c(Cl)cccc2Cl)c1/C(N)=N/OC(=O)C(C)(C)C	-7%	-9%	0%	0.1	17%	-7%	133%[activator]	-4%	14%
COc1ccccc1NS(=O)(=O)c1ccc(NC(=O)CCNC(=O)c2ccco2)cc1	-3%	-15%	-2%	-0.6	2%	-4%	-1%	-15%	13%
COc1nc(OC)nc(Oc2ccc([N+](=O)[O-])cc2Cl)n1	-3%	-13%	-3%	-0.3	3%	6%	-1%	-15%	26%
Cc1ccccc1CNCc1ccc2c(c1)OCO2	-5%	-14%	0%	-0.3	-1%	-8%	27%	-18%	34%
CC(=O)Nc1ccc(S(=O)(=O)NCC(=O)OCC(=O)N2CCCc3ccccc32)cc1	-1%	2%	u	-0.2	-17%	3%	22%	1%	-1%
CC(=O)Nc1ccc(C2=NN(Cc3nnc(-c4ccccc4)o3)C(=O)SC2)cc1	-1%	-8%	-12%	0.4	2%	-7%	-3%	-6%	1%
O=C(c1cccc(C(F)(F)F)c1)N(c1ccccn1)C1CCCCC1	-7%	-13%	9%	0.2	1%	u	22%	-19%	17%
O=C1COc2ccc(C(=O)COC(=O)c3ccc4ccccc4n3)cc2N1	u	-21%	449%[activator]	0.2	-5%	13%	u	-29%	u
Cc1cccc(C)c1NC(=O)C(NS(=O)(=O)c1cccs1)c1ccccc1 (configuration not stated)	-11%&-8%	0%&-7%	0%&-14%	-2.2&-0.8	8%&-2%	1%	-19%&2%	-13%&-7%	u
COc1ccc(NC(=O)C2C3CCC4C(CCC32)C4(Cl)Cl)cc1 (configuration not stated)	-2%	5%	-1%	-0.3	x	-1%	-15%	-4%	-9%
COc1ccc(OCc2cc(C(=O)NC3CCOC(C)(C)C3)no2)c2ccccc12 (configuration not stated)	-11%	u	92%[activator]	0.1	x	-23%	x	x	-22%
CN1OC(c2ccccc2)=C(CO)C1c1ccccc1 (configuration not stated)	0%	-5%	-30%	-0.1	-1%	-2%	8%	-2%	3%
O=C(CCc1nnc(Cc2ccc(-c3ccccc3)cc2)o1)N1CCCC1	-2%	-15%	-5%	0.2	-11%	-2%	-14%	3%	29%
Cc1ccc(C2=NN(C(=O)CCC(=O)O)C(c3cccc([N+](=O)[O-])c3)C2)cc1 (configuration not stated)	2%	-12%	-11%	0.2	1%	-6%	0%	10%	9%
CC(OC(=O)CNC(=O)c1cccc(F)c1)C(=O)NC1CCCCC1C (configuration not stated)	x	x	u	0.1	-18%	2%	36%[activator]	-8%	x
CCOC(=O)C1C(=O)C(C(C)=O)C(=O)CC1CC(C)SCC (configuration not stated)	5%	-20%	-9%	0.0	x	4%	u	-24%	0%
COc1ccc(-c2cn3cccnc3n2)cc1NS(=O)(=O)c1ccccc1	-1%	-6%	-1%	0.0	7%	0%	14%	-3%	2%
CCCCn1c2nc3ccccc3nc2c2c(=O)n(-c3ccccc3)cnc21	-1%	1%	-16%	0.1	-6%	3%	-13%	-7%	10%
O=c1c(/C=N\NS(=O)(=O)c2ccccc2)coc2ccc(Cl)cc12	-8%	-17%	351%[activator]	0.0	3%	0%	20%	5%	2%
COC(=O)C1=C(C)NC=C([N+](=O)[O-])C1c1ccc(OC)cc1 (configuration not stated)	2%	-14%	-28%	1.1	0%	13%	36%	-3%	6%
CN1C(=O)C(=O)/C(=C(/O)c2ccc(Br)cc2)C1c1ccc(F)cc1 (configuration not stated)	-2%	-3%	25µM*	-0.6	-3%	54%[activator]	7%	-1%	31%
COc1ccc(CCNc2nc3ccccc3c3nc(-c4cccc(C)c4)nn23)cc1OC	-16%	-8%	-1%	0.4	0%	x	1%	-13%	0%
COc1ccc(/C=N/Nc2cn[nH]c(=O)c2Cl)cc1	-19%	4%	-14%	-0.5	7%	20%	33%[activator]	-1%	19%
CCOC(=O)c1cnc(-n2nc(C)cc2C)nc1NNc1nc(-c2ccccc2)cc(-c2ccccc2)n1	-6%	0%	x	0.7	17%	2%	11%	0%	2%
CCOc1cc(C)c(Cl)cc1S(=O)(=O)N1CCCC1	-3%	-10%	0%	-0.9	-5%	-2%	4%	-10%	3%

One compound at a time (already shown):
CN1C(=O)C(=O)/C(=C(/O)c2ccc(Br)cc2)C1c1ccc(F)cc1 (configuration not stated) is entered as BLM inh = -2%; Apoferritin bind = -3%; ALOX12 inh = 25µM*; TRHR ag = -0.6; ERG-DNA inh = -3%; APEX1 inh = 54%[activator]; POLI inh = 7%; POLK inh = -1%; Pol beta inh = 31%
CCOC(=O)c1cnc(-n2nc(C)cc2C)nc1NNc1nc(-c2ccccc2)cc(-c2ccccc2)n1 is entered as BLM inh = -6%; Apoferritin bind = 0%; ALOX12 inh = x; TRHR ag = 0.7; ERG-DNA inh = 17%; APEX1 inh = 2%; POLI inh = 11%; POLK inh = 0%; Pol beta inh = 2%
COc1ccc(CCNc2nc3ccccc3c3nc(-c4cccc(C)c4)nn23)cc1OC is entered as BLM inh = -16%; Apoferritin bind = -8%; ALOX12 inh = -1%; TRHR ag = 0.4; ERG-DNA inh = 0%; APEX1 inh = x; POLI inh = 1%; POLK inh = -13%; Pol beta inh = 0%

Some of these compounds in order of the POLI inh value, smallest number first:
compound	POLI inh
COc1ccc(Cc2nnc(NC(=O)CS(=O)(=O)c3ccccc3)s2)cc1OC	-8%
CCOc1cc(C)c(Cl)cc1S(=O)(=O)N1CCCC1	4%
O=S(=O)(NC1CCN(Cc2ccccc2)CC1)c1cccc2cccnc12	16%
O=C(c1cccc(C(F)(F)F)c1)N(c1ccccn1)C1CCCCC1	22%
